From PubChem BioAssay
esBAF inh = inhibitors of esBAF chromatin remodeling in mouse ES cells; AID 602393; reporter increase, % at 12.5 µM; Bmi1-luciferase knock-in reporter, 24 h; 100% = twice the neutral-well signal; hit rate 2% among 350,000; in the data active = activation above about 40%;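 also: 0% = median of the plate's neutral control wells and 100% = double that signal; a rise in the Bmi1 reporter signal indicates esBAF inhibition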
E-selectin induc = E-selectin induction on HUVECs | AID 686992 | hit rate 0.37% among 260,000 | P16581 | HUVEC E-selectin immunofluorescence imaging; normalized: neutral wells 0, TNF-alpha wells 100 | activation, % at 7.58 µM;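 active = mean E-selectin-positive cell signal at least 10% of the positive control, reached in at least 60% of replicates, without over 20% cell loss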;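 also: in these data hits start at about 27%; measured in HUVEC primary endothelial cells; signal is the percent of cells scored E-selectin positive by PE staining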
Target sequence (P16581 whole entry, looked up): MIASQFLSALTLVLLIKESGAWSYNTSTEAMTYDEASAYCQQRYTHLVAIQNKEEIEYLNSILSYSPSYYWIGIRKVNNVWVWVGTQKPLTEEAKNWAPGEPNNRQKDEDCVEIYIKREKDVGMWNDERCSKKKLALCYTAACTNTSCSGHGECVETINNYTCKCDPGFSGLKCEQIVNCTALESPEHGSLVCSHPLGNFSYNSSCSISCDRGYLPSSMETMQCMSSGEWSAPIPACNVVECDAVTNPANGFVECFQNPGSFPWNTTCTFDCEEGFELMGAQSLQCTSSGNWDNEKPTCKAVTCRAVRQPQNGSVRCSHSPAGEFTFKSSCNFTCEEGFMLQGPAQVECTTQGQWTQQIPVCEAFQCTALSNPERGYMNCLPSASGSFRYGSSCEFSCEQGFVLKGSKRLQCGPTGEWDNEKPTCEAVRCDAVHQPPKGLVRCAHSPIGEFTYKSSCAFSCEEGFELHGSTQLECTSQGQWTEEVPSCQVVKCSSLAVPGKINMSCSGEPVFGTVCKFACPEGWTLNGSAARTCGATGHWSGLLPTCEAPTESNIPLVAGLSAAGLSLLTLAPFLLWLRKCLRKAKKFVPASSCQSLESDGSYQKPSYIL
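System: HUVEC, human umbilical vein endothelial cells; quantity: 3,000 cells/well; buffer or medium: EGM-2 medium, gelatin-coated wells; dosing: single-point compound dose; detection: immunofluorescence imaging; evaluation: % PE-positive cells; benchmarks: TNF-alpha, DMSO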
EWS-Fli block = inhibitors of EWS/Fli oncoprotein transcriptional activity; A673 NR0B1-luciferase reporter, viability-normalised; hit rate 0.67% among 350,000; inhibition, % at 12.6 µM;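 active = mean inhibition of at least 50% after viability correction, with every replicate also passing that limit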;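 also: firefly luciferase signal divided by Alamar Blue viability fluorescence both relative to DMSO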
RAD54 inh = RAD54 (human) branch migration inhibition; RAD54 Holliday junction branch migration, FAM/BHQ fluorescence; inhibition, % at 10.4 µM; Q92698; AID 602329; hit rate 0.14% among 360,000;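 active = mean normalized replicate activity at least 40 and at least half of replicates scoring 40 or more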;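 also: 0% = median of neutral control wells and 100% = median of positive control wells; inhibitors cause a drop in the FAM fluorescence signal; in these data hits start at about 50%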
XiGFP reactiv = reactivates the inactive X chromosome in mouse fibroblasts | XiGFP mouse fibroblasts, % GFP-positive cells imaging, 3 d; cells co-treated with 5-aza-dC sensitizer; scaled so ellipticine positive control = 100% | AID 743238 | activation, % at 7.58 µM | hit rate 0.055% among 360,000;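 active = mean normalized replicate activation at least 10% and every replicate at or above 10%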;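 also: 0% = median of on-plate neutral control wells and 100% = ellipticine 6 µM median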
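Material: XiGFP fibroblasts, SV40-immortalized. Buffer or medium: DMEM plus 5-aza-dC sensitizer. Compound: single concentration per compound, delivered by pin transfer. Times: 3 days compound exposure. Controls: ellipticine 6 µM.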
FN deposit inh = fibronectin deposition inhibition. inhibition, % at 12.6 µM. AH1F fibroblasts, Alexa488-fibronectin deposition fluorescence, overnight. hit rate 0.086% among 350,000;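 active = mean inhibition across replicates of 30% or more, regardless of how many single replicates reach that level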;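 also: positive control wells lacked labelled fibronectin entirely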
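Assay system: AH1F fibroblasts assembling fluorescent fibronectin matrix; Amount: 10000 AH1F cells per well; Buffer or medium: DMEM, 2% serum; Probe or stimulus: Alexa488-fibronectin, 24 nM final in well; Doses: single compound dose, delivered by pin transfer; Incubation: 1 h adhesion, overnight exposure; Measured by: fluorescence 485/525 nm; Read-out: fibronectin deposition inhibition.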
S100A4 inh HTS = blocks human S100A4 binding to myosin IIA peptide. S100A4/TAMRA-MyoIIA peptide fluorescence polarization. inhibition, % at 10.7 µM. hit rate 0.14% among 360,000;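 active = mean inhibition of at least 70% across replicates, with every replicate also reaching that level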
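Test system: S100A4 monomer protein. Medium: HEPES buffer with Ca2+, pH 7.2. Reagent: fluorescent myosin IIA peptide, 5 nM. Compound dosing: single-point compound testing. Timing: 5 min between mix addition and reading. Benchmarks: DMSO neutral and TFP positive wells.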
RAD52 inh = RAD52 (human) annealing inhibition; P43351; recombinant RAD52 DNA annealing, FRET fluorescence; inhibition, % at 18.7 µM; hit rate 0.46% among 360,000;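 active = every replicate showing at least 50% inhibition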
Target sequence (P43351 whole entry, looked up): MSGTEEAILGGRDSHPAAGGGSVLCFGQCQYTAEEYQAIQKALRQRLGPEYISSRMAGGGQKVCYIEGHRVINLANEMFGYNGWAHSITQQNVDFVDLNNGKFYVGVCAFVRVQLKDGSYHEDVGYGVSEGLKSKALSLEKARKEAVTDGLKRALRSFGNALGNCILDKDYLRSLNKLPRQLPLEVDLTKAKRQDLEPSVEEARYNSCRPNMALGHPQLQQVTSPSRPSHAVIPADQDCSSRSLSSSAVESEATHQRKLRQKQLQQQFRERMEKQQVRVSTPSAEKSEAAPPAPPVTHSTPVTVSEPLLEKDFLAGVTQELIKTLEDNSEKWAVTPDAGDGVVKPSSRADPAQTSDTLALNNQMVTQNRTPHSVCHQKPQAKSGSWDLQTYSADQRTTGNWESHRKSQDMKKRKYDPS
Starred values were filed as active, the others as inactive; / = not tested or not shown; & = joins results of further samples. An unsorted share of the library, and some 3% of all compounds hit somewhere here.

canonical_smiles	EWS-Fli block	XiGFP reactiv	FN deposit inh	esBAF inh	RAD54 inh	RAD52 inh	E-selectin induc	S100A4 inh HTS
NC(=O)C1CCCN(CC(=O)Nc2ccccc2C(=O)NC2CC2)C1 (stereo not given)	2.1	-0.1	7.1	-5.7	10.7	-10.7	/	-7.3
C[C@H](CO)N1C[C@H](C)[C@@H](CN(C)C(=O)C2CC2)OCc2cn(nn2)CCCC1=O	2.0&1.3	-0.2&-0.1	2.9&3.1	2.4	4.3	-3.3&-7.1	0.0	-2.4&-20.0
CC(=O)c1c(C)[nH]c(C(=O)Nc2cccc(C)c2C)c1C	-3.1	0.1	-7.5	7.2	8.6	-16.0	/	-1.8
C=CCNc1nc2c(c(=O)[nH]c(=O)n2C)n1CCCc1ccccc1	5.7	0.4	-1.8	-4.3	-11.1	7.2	0.0	-3.0
COc1ccc(/C=C(/NC(=O)c2ccco2)C(=O)NCc2ccco2)cc1	-6.9	0.2	3.7	-14.7	0.3	-40.0	-0.1	0.0
CCN(CC(=O)Nc1cccc(S(N)(=O)=O)c1)Cc1nc2ccccc2c(=O)[nH]1	6.6	0.0	-2.4	/	2.4	-12.9	-0.2	-20.1
CCCc1nn(C)c2c(=O)[nH]c(-c3ccccc3OCC)nc12	1.2	0.0	-2.8	/	1.1	-6.7	/	-0.7
Oc1c(Br)cc(Br)cc1CNc1ccc(F)cc1	-4.8	0.0	-16.4	/	/	-15.9	/	-13.0
O=C(C[C@H]1C[C@@H]2c3cc(NC(=O)c4cccnc4)ccc3O[C@@H]2[C@@H](CO)O1)NC1CCCC1	-5.0	0.2	-3.2	/	/	-14.1	0.0	-11.4
NC(=O)c1cccnc1Nc1ccccc1F	-22.3	0.0	2.7	/	/	11.0	0.7	13.4
Cc1ccc(CNC(=O)C2(C)CCN2C(=O)Cc2ccc(-c3ccccc3)cc2)cc1 (stereo not given)	-2.8	0.0	-1.8	-1.0	-5.6	-1.0	1.2	-8.8
CCOc1cc(OCC)cc(C(=O)N2CCC[C@H]2C(=O)N2CCC[C@H]2C(=O)NCc2ccccn2)c1	4.9	0.0	0.4	/	/	-6.6	0.1	-0.4
O=C(NCc1ccccc1)C1Cc2c(-c3ccc(Cl)cc3)ccnc2O1 (stereo not given)	60.3*	0.3	1.0	1.1	-8.5	-6.6	4.2	2.4
COc1cc(NC(=S)Nc2cccc(C)n2)cc(OC)c1OC	0.3	0.3	2.9	/	/	-1.8	0.0	6.2
COc1ccc(N2CCN(C(=O)c3oc4ccccc4c3NC(=O)CCc3cc(OC)no3)CC2)cc1	-0.6	0.4	-12.2	-3.0	-4.0	-10.1	/	-0.8
CC(C)OC(=O)c1ccc(COC(=O)c2cccc(-c3nnc(-c4ccccc4)o3)c2)cc1	-18.1	-0.1	0.9	/	/	-19.1	/	-5.1
NC(=O)CC(NC(=O)Cc1cccc2ccccc12)c1ccc(N2CCCCCC2)c([N+](=O)[O-])c1 (stereo not given)	-11.3	0.2	6.2	-0.3	1.4	3.3	0.3	-2.8
C[C@@H]1CN([C@@H](C)CO)C(=O)c2cc(-c3cccc(F)c3)cnc2O[C@H]1CN(C)Cc1ccccc1	-5.0	-1.2	10.4	1.6	4.5	15.6	-0.1	0.7
O=C(COC(=O)Cc1c(F)cccc1Cl)NC1CCS(=O)(=O)C1 (stereo not given)	4.4	0.0	3.2	-3.7	5.2	-7.9	0.3	-0.6
O=C(NCc1ccccc1)C(c1ccncc1)N(C(=O)c1csnn1)c1ccccc1F (stereo not given)	2.5	0.1	4.0	1.3	1.5	-15.4	0.0	-17.7

Five entries from above, arranged by molar mass, descending.
canonical_smiles	EWS-Fli block	XiGFP reactiv	FN deposit inh	esBAF inh	RAD54 inh	RAD52 inh	E-selectin induc	S100A4 inh HTS
C[C@@H]1CN([C@@H](C)CO)C(=O)c2cc(-c3cccc(F)c3)cnc2O[C@H]1CN(C)Cc1ccccc1	-5.0	-1.2	10.4	1.6	4.5	15.6	-0.1	0.7
CCN(CC(=O)Nc1cccc(S(N)(=O)=O)c1)Cc1nc2ccccc2c(=O)[nH]1	6.6	0.0	-2.4	/	2.4	-12.9	-0.2	-20.1
Oc1c(Br)cc(Br)cc1CNc1ccc(F)cc1	-4.8	0.0	-16.4	/	/	-15.9	/	-13.0
COc1cc(NC(=S)Nc2cccc(C)n2)cc(OC)c1OC	0.3	0.3	2.9	/	/	-1.8	0.0	6.2
CCCc1nn(C)c2c(=O)[nH]c(-c3ccccc3OCC)nc12	1.2	0.0	-2.8	/	1.1	-6.7	/	-0.7

Compound profiles (already shown). Values in the order: EWS-Fli block, XiGFP reactiv, FN deposit inh, esBAF inh, RAD54 inh, RAD52 inh, E-selectin induc, S100A4 inh HTS
Entry for O=C(COC(=O)Cc1c(F)cccc1Cl)NC1CCS(=O)(=O)C1 (stereo not given) = 4.4, 0.0, 3.2, -3.7, 5.2, -7.9, 0.3, -0.6
Entry for O=C(C[C@H]1C[C@@H]2c3cc(NC(=O)c4cccnc4)ccc3O[C@@H]2[C@@H](CO)O1)NC1CCCC1 = -5.0, 0.2, -3.2, /, /, -14.1, 0.0, -11.4
Entry for CC(C)OC(=O)c1ccc(COC(=O)c2cccc(-c3nnc(-c4ccccc4)o3)c2)cc1 = -18.1, -0.1, 0.9, /, /, -19.1, /, -5.1
Entry for COc1cc(NC(=S)Nc2cccc(C)n2)cc(OC)c1OC = 0.3, 0.3, 2.9, /, /, -1.8, 0.0, 6.2

Additional records
canonical_smiles	EWS-Fli block	XiGFP reactiv	FN deposit inh	esBAF inh	RAD54 inh	RAD52 inh	E-selectin induc	S100A4 inh HTS
COc1ccc(CNc2nc(NC(C)=O)nn2-c2ccccc2)cc1	-0.9	-0.1	-2.3	-7.8	-5.3	-2.1	/	-2.5
CC(=O)N1[C@H](C)C=C[C@]1(Cc1ccccc1)C(=O)NCCN1CCOCC1	-5.5	0.0	0.7	11.8	-4.6	-10.9	-0.1	-4.2
C[C@@H]1CN([C@@H](C)CO)C(=O)c2cc(NC(=O)CCN3CCOCC3)ccc2O[C@@H]1CN(C)C(=O)NC1CCCCC1	-4.9	0.0	/	-1.8	-14.1	-6.7	-7.4	-1.2
Cc1ccc(C(C(=O)NC(C)(C)C)N(Cc2ccco2)C(=O)CCC(=O)Nc2ccccn2)cc1 (stereo not given)	4.2	0.1	-4.4	-6.9	-6.6	-4.5	/	-5.0
O=C(C[C@@H]1CC[C@@H](NC(=O)Nc2cc(F)ccc2F)[C@H](CO)O1)NCc1ccncn1	-4.2	0.1	9.3	-2.7	-13.1	-7.1	-0.2	-1.8
CCOc1ccc(S(=O)(=O)NC(Cc2c[nH]c3ccccc23)C(=O)O)cc1 (stereo not given)	15.2	0.1	-6.6	1.0	-11.5	-1.1	-0.1	-1.7
C[C@@H]1CN([C@H](C)CO)C(=O)Cc2cc(NC(=O)Nc3ccc4c(c3)OCO4)ccc2O[C@H]1CN(C)Cc1ccc(-c2ccccc2)cc1	1.5	-1.2	/	4.4	7.4	-3.8	/	9.0
Cc1ccc(OC(C)C(=O)N2CC(=O)Nc3ccccc32)c(C)c1 (stereo not given)	0.1	0.2	-1.6	-4.6	6.8	0.1	-0.2	-12.7
N#Cc1ccccc1OCC(=O)OCC(=O)N1CCN(C(=O)c2ccco2)CC1	8.3	0.2	-0.3	/	/	-14.1	0.9	-5.7
O=C1C=CC(=O)N1Nc1ccc(Br)cc1	2.6	0.0	7.2	/	/	-6.6	-0.2	-4.2
Cc1nnc(SC(C)C(=O)Nc2ccc(S(=O)(=O)NC3CCCCC3)cc2)s1 (stereo not given)	10.9	/	/	6.6	2.0	2.7	/	-3.7
O=C(CSCc1c[nH]c(=O)[nH]c1=O)OCC(=O)c1ccc(Br)cc1	4.4	0.0	-0.1	14.1	/	-15.5	/	3.7
COc1ccc(C(=O)Nc2nnc(C3=COCCO3)o2)cc1	/	-0.1	4.0	3.9	-13.7	-6.0	0.0	-5.6
CC(=O)N1CC(=O)N2[C@H](CO)[C@H](c3ccc(-c4ccc(C#N)cc4)cc3)[C@H]2C1	3.5	0.5	/	/	/	-17.6	0.3	8.9
C=CCn1c(=O)c(C(=O)Nc2ncccc2O)c(O)c2ccccc21	4.4	0.0	11.0	-3.3	-10.1	-25.9	-0.1	-5.8
Cc1onc(-c2ccccc2)c1CNC(=O)Nc1ccc(F)cc1F	-4.9	-0.1	-11.3	/	/	-9.3	0.0	-1.3
CO[C@H]1CN(C)C(=O)c2ccc(NC(=O)c3cccc(F)c3)cc2OC[C@H](C)NC[C@H]1C	2.0	0.3	0.1	-1.8	-5.9	-3.0	0.2	23.2
C[C@@H]1CN([C@@H](C)CO)C(=O)Cc2cc(NC(=O)NC3CCCCC3)ccc2O[C@@H]1CN(C)S(=O)(=O)c1cn(C)cn1	6.7	0.0	/	6.6	3.0	20.7	-2.7	2.6
CC(=O)NC[C@H]1[C@H](c2ccc(-c3ccccc3)cc2)[C@@H](CO)N1C(=O)C1CCC1	-2.6	0.0	/	-4.2	-9.9	/	0.9	/
COc1cccc(CC(=O)NC2CCSc3ccccc32)c1 (stereo not given)	-2.9	0.3	3.8	-9.1	-0.8	-10.4	0.0	-9.8
N#Cc1c(-c2ccc(F)cc2)c(-c2ccc(F)cc2)nn(CCO)c1=O	38.9	0.2	-10.7	/	/	-10.8	8.3	2.7
O=C1CN(C(=O)COC(=O)CCc2ccccc2)c2ccccc2N1	-2.7	0.3	/	1.3	-6.3	-37.2	-0.2	-3.1
C[C@@H]1CN([C@@H](C)CO)C(=O)Cc2cc(NC(=O)CCN3CCOCC3)ccc2O[C@H]1CN(C)S(=O)(=O)c1ccc(Cl)cc1	-8.3	-0.3	/	-5.0	1.2	-0.7	-0.3	-14.7
CCOc1ccc(N/C(C)=C\C(=O)c2ccc3c(c2)OCCO3)cc1	-121.3	0.0	1.9	/	/	-2.9	/	-5.7
O=C(CC1CC1)N[C@H]1CC[C@H](CCNS(=O)(=O)c2ccc(F)cc2)O[C@@H]1CO	-0.5	0.2	-6.6	1.9	6.1	4.3	-0.4	-0.3
CN1CCN(C(=O)CSc2nc(-c3ccco3)cc(C(F)(F)F)n2)CC1	1.4	0.0	5.9	3.7	-2.5	-5.7	/	-1.3
COc1ccc(OCCCCn2c(CO)nc3ccccc32)cc1	-1.9	0.3	-1.2	4.4	-8.9	-7.7	/	2.3
O=C1CSC(c2ccccc2Cl)N1 (stereo not given)	-35.7	0.0	4.8	-6.9	-0.7	-13.5	-0.9	19.8
CCOC(=O)c1nc(Nc2cccc(C)c2)c2ccccc2n1	-2.8	0.0	/	/	/	0.1	/	-1.2
O=C(Nc1ccc2c(c1)[C@H]1C[C@@H](CC(=O)N3CCCCC3)O[C@@H](CO)[C@H]1O2)NC1CCCCC1	-6.5	0.0	-4.2	/	/	7.0	0.4	-8.1
